# Bioassay records (PubChem)
# KAT2A inh = inhibitors of human GCN5L2 histone acetyltransferase; Potency, µM (highest dose often 58.9 µM), without a hit: at the highest dose activity change, negative = inhibition, hits mostly inhibitors; GCN5L2 HAT assay, ThioGlo1 CoA-SH fluorescence; 390,000 tested, 0.21% active
# Target sequence (Q92830 whole entry, looked up): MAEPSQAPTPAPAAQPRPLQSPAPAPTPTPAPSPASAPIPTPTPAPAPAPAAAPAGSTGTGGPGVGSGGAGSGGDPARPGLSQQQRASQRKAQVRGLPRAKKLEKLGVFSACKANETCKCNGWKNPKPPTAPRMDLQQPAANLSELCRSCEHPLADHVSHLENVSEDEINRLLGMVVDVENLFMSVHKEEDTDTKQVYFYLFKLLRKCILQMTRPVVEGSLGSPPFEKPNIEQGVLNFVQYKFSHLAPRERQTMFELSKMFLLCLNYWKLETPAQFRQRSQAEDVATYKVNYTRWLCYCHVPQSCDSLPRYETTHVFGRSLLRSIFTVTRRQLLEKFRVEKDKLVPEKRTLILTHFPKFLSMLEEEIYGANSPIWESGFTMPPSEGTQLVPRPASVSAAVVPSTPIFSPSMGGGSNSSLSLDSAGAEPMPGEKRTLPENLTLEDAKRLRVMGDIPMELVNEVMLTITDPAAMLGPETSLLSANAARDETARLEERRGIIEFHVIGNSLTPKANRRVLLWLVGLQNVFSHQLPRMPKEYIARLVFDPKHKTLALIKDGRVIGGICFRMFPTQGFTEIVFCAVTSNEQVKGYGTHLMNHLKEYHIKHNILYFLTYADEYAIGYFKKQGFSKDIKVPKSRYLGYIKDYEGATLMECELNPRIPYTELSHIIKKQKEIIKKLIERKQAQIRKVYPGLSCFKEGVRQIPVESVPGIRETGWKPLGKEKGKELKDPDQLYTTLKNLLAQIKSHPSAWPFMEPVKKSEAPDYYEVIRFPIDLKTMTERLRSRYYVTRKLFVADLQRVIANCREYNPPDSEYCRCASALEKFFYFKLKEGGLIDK
#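 Enzyme at 20nM final was mixed with library compounds for 15 min at room temperature. Peptide H3(1-25) at 75uM, acetyl-CoA at 70uM and ThioGlo1 at 50uM were then added. Plates were read immediately and after 20 min (Ex340nm/Em540nm).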
# TDP1 inh = TDP1 (human) enzyme inhibition; recombinant TDP1, AlphaScreen DNA substrate cleavage; Q9NUW8; 350,000 tested, 0.28% active; Potency, µM (highest dose often 130 µM), for the others: at the highest dose activity change, negative = inhibition, most hits filed as inhibitors; AID 485290; further: nearly all actives have a fitted effect of over 40% in size
#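 AlphaScreen read-out: signal falls as enzyme removes the 3' tyrosine-FITC from a 5'-biotinylated DNA oligo (15 nM, 5 min, RT). Enzyme was E. coli-made recombinant Tdp1 at 1 nM, exposed to compound for 15 min beforehand; beads 10 ug/ml, 10 min.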
# DT40 TDP1 no CPT = qHTS for Inhibitors of human tyrosyl-DNA phosphodiesterase 1 (TDP1): qHTS in cells in absence of CPT. AID 686978, 2013. 420,000 tested, 15% active. DT40 Tdp1-/- hTDP1 cells, no CPT, ATP luminescence, 48 h. Potency, µM (series often up to 46.2 µM), without a hit: at the top dose activity change, negative = growth inhibition, actives largely listed as inhibitors; further: nearly all actives have a fitted effect of over 55% in size
#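 Seeded 400 DT40-hTDP1 cells/well (vehicle DMSO, no 20 nM CPT); pinned compounds; ≥48 hr at 37 °C; CellTiter-Glo luminescence as viability measure.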
# * hit, by the source's call; ? = inconclusive; nt = not tested or not shown; & = joins results of further samples; [ ] = remark or other dose. The call rests on the fitted dose curve; in most records, active means well fitted curve in the direction sought with a large enough effect; inconclusive means small, poorly fitted or top-dose-only effect, or another doubt; inactive means no such curve, though single readings can be large; an effect the other way counts as inactive or inconclusive. On the % scale 0 is the no-effect control and ±100 the full control effect; potency means the concentration at half of the fitted maximal effect. The list is partial; rates above refer to the full screens.
# The line under a structure holds: KAT2A inh, TDP1 inh, DT40 TDP1 no CPT
O=C(NCc1ccccc1)c1ccc(NS(=O)(=O)c2cccs2)cc1
 : -11%, 1%, 7%
O=C(O)c1cccc(-c2nc3ccccc3[nH]2)c1
 : -6%, -3%, -20%
COc1ccc(OCc2nnc(SCC(N)=O)n2-c2ccccc2OC)cc1
 : -6%, 3%, -1%
Cc1ccc(C)c(NC(=O)CN(C)C(=O)c2ccccc2OCc2c(C)noc2C)c1
 : 2%, 0%, 0%
CC(C(=O)NCC(=O)Nc1ccc(F)c(F)c1F)N1CCN(c2ccc(O)cc2)CC1 (stereo unspecified)
 : -10%, 0%, 15µM*
COc1ccc(NC(=O)CCC(=O)N/N=C/c2ccncc2)cc1
 : -5%, -1%, -2%
CN(C)c1nccc(NCc2ccccc2)c1C#N
 : -3%, 2%, -12%
CSCCC(NC(=O)c1ccccc1)C(=O)N1CCN(C(C)=O)CC1 (stereo unspecified)
 : -3%, 3%, 3%
O=S(=O)(c1ccccc1)N1CCN=C1SCc1ccccc1Cl
 : -8%, 0%, ?
O=[N+]([O-])c1cc(S(=O)(=O)Nc2cccc(Cl)c2)ccc1N=Nc1c(O)[nH]c2ccccc12
 : -8%, 3%, 26µM*
CCc1ccc(N2CC(C(=O)Nc3ccc(S(=O)(=O)NCC4CCCO4)cc3)CC2=O)cc1 (stereo unspecified)
 : -8%, -6%, ?
Cc1ccc(-c2nc(C3CCN(S(=O)(=O)c4ccc(C(C)(C)C)cc4)CC3)no2)cc1
 : 2%, 5%, ?
O=C(NC(=S)Nc1ncccn1)c1ccc(F)cc1
 : 1%, nt, -3%
O=C(CCc1c[nH]c2ccccc12)NCc1ccco1
 : 0%, -4%, 2%
COc1cc(C(C)=O)ccc1OCC(=O)NCC1(N2CCCCC2)CCCCC1
 : -8%, 3%, 0%
CC(C)(c1ccccc1)c1ccc(OCCN)cc1
 : -6%, 2%, 12µM*
O=C(c1ccc(Cl)c(S(=O)(=O)Nc2ccc(F)cc2)c1)N1CCN(c2ccccn2)CC1
 : -2%, -2%, -19%
C=CCOc1ccc(/C=N/NC(=O)CN(c2cc(Cl)ccc2OC)S(=O)(=O)c2ccc(C)c([N+](=O)[O-])c2)cc1
 : -2%, 3%, ?
CCOc1ccc(N(C)C(=O)CCc2nnc3ccc(NCc4ccco4)nn23)cc1
 : -5%, 5%, ?
CCCN1Cc2cccc(C(=O)NC(C)c3cccs3)c2C1=O (stereo unspecified)
 : -9%, -6%, -6%
Cc1cc2ccccc2c(=O)n1CC(=O)NC1CCCCCC1
 : -12%, 2%, ?
CCCn1c(=N)n(CC(O)COc2ccccc2OC)c2ccccc21 (stereo unspecified)
 : 0%, 3%, 7.3µM*
Cc1ccc(-c2nnc(SCCC(=O)N3CCOCC3)o2)cc1
 : -3%, 6%, 12%
CN(Cc1ccccc1)c1nc2nonc2nc1N1CCCC(CN2CCCC2=O)C1 (stereo unspecified)
 : -4%, 2%, ?
O=C(CCC(=O)N1CCSc2ccccc21)NCc1ccccc1Cl
 : 1%, 2%, ?
CC(C)NC(=O)COC(=O)Cn1[nH]c(=O)c2ccccc2c1=O
 : -6%, -3%, 11%
CCCCN(CC)CCCNC(=O)c1ccc(CS(=O)(=O)c2c(Cl)cccc2Cl)o1
 : -3%, nt, 27%
Cc1ccc(C)c(Nc2nn3c(=O)c4ccc(C(=O)N(C)Cc5ccccc5)cc4nc3s2)c1
 : 8%, 8%, 21µM*
COc1ccccc1NC(=O)c1ccc2c(c1)C(=O)N(Cc1ccco1)C2=O
 : -1%, 3%, 24%
CC(=O)N(C)C
 : 11%, 7%, nt

# A few values from the results shown.
# `CCCn1c(=N)n(CC(O)COc2ccccc2OC)c2ccccc21` (stereo unspecified) | DT40 TDP1 no CPT = 7.3µM*
# `Cc1ccc(-c2nnc(SCCC(=O)N3CCOCC3)o2)cc1` | TDP1 inh = 6%
# `O=C(NC(=S)Nc1ncccn1)c1ccc(F)cc1` | KAT2A inh = 1%

# The list continues.
# The line under a structure holds: KAT2A inh, TDP1 inh, DT40 TDP1 no CPT
Cc1ccnc(NC(=O)CCC(=O)N(CC(=O)NCC2CCCO2)Cc2ccc(F)cc2)c1 (stereo unspecified)
 : -2%, 1%, -13%
Cc1cc(C(=O)Nc2ccc([N+](=O)[O-])cn2)cs1
 : -14%, nt, -7%
Cc1ccc2nc(N=C(N)N)nc(C)c2c1
 : -6%, -5%, 23µM*
COCCN(C(=O)CN1CCCc2ccccc21)c1c(N)n(Cc2ccccc2)c(=O)[nH]c1=O
 : 0%, -2%, -23%
Cc1noc(C)c1S(=O)(=O)Nc1ccc2c(c1)C(=O)N([C@H](C)CO)C[C@H](C)[C@@H](CN(C)C(=O)Nc1ccc3c(c1)OCO3)O2
 : -3%, 3%, -8%
CCCC(=O)N1CCN(c2nc(CC(C)C)c3c(c2C#N)CCC3)CC1
 : -16%, 4%, 23µM*
CN1CCc2c(sc3c2c(NCc2ccco2)nc2nnnn23)C1
 : 4%, 1%, 18µM*
Cc1c(Cl)cccc1NC(=O)c1cccc(NC(=O)CCC(=O)O)c1
 : -2%, -1%, -9%
CC(=O)c1cc(CN2CCC(N3CCC(C(=O)NC(C)C)CC3)CC2)cs1
 : -3%, 7%, -2%
CC(C)c1nnc(NC(=O)C2CCCN(C(=O)Nc3ccc(F)cc3)C2)s1 (stereo unspecified)
 : -6%, nt, -7%
FC(F)(F)c1ccc(/C=N/n2c(C3CCCCC3)n[nH]c2=S)cc1
 : -15%, nt, ?
O=C(Nc1cccc(-c2nn[nH]n2)c1)c1ccc(Cl)s1
 : -2%, 5%[56.1 µM], 1%
Cc1ccc(N/C(N)=N/c2nc(C)cc(N3CCCCC3)n2)c(C)c1
 : 0%, -1%, 2.6µM*
COc1ccccc1CCN1CCCC(CN(C)C(=O)c2ccc3nc[nH]c3c2)C1 (stereo unspecified)
 : -1%, 7%, -11%
Cc1cc(OCCn2cc(C(=O)c3cccs3)c3ccccc32)ccc1Cl
 : -15%, -3%, 16µM*
CCCC(O)(CCN1CCOCC1)c1ccc(Br)cc1 (stereo unspecified)
 : -2%, 0%, ?
C#CCOCCOCCOCCNc1nc(N2CCN(C(=O)[C@H]([C@@H](C)CC)n3cc(CCC(=O)O)nn3)CC2)nc(N2CCN(C(=O)[C@H](C)n3cc(CCCN=C(N)N)nn3)CC2)n1
 : -3%, 5%, -2%
CCN(CC)CCn1c(=S)[nH]c2ncccc2c1=O
 : 3%, 1%, 1%
CS(=O)(=O)N1CCC2(CCCN(C(=O)Nc3cccc(C#N)c3)C2)CC1
 : -18%, nt, 0%
O=C(O)c1ccc(CSc2nnc(-c3ccccc3Cl)n2-c2ccccc2)cc1
 : 4%, -3%, -14%
CC1CC(=O)Nc2ccccc2N1C(=O)CSc1ccc2ccccc2n1 (stereo unspecified)
 : 0%, 0%, ?
CC(C)(C)CC(=O)O/N=C(\N)c1ccccn1
 : 28%, -3%, 0%
Cc1ccc(C(=O)Nc2cc(Cl)ccc2Oc2ccccc2)cc1[N+](=O)[O-]
 : -11%, 5%, ?
CCc1nnc(NC(=O)CSc2nccn2Cc2ccc(F)cc2)s1
 : -2%, 3%, -17%
NCCCCCc1nnc(SC/C=C/c2ccccc2)o1
 : -2%, -4%, 23µM*
O=C(Cn1cnc2c(NCc3ccccc3)ncnc21)NCc1ccccn1
 : -9%, 1%[56.1 µM], -9%
CCOC(=O)N1CCN(C(=O)CN(c2cccc(Cl)c2C)S(=O)(=O)c2ccc(C)cc2)CC1
 : ?, nt, ?
Cc1c(NC(=O)CSc2nnc(-c3ccncc3)o2)c(=O)n(-c2ccccc2)n1C
 : -5%, -2%, 28%
CCn1c(CNC(=O)c2ccc(Cl)cc2)nnc1SCC(=O)NC1=NCCS1
 : -5%, 10%, -22%
N#Cc1ccc(-c2cccs2)nc1SCC(=O)Nc1cccc(C(F)(F)F)c1
 : -4%, 8%, 21µM*

# Next section:
smiles | KAT2A inh | TDP1 inh | DT40 TDP1 no CPT
Cc1nn(C)c(Cl)c1CN1CCC(Oc2ccc(C(=O)N3CCCC3)cc2)CC1 | -2% | 5% | ?
O=C(Nc1cnccn1)Nc1cccc(Cl)c1Cl | -7% | 5% | -12%
COc1ccc(CC(=O)c2ccc(OC3OC(CO)C(O)C(O)C3O)cc2O)cc1 (stereo unspecified) | -7% | nt | 14%
CC(NC(=O)CN1C(=O)NC(C)(c2cccc3ccccc23)C1=O)c1ccccc1 (stereo unspecified) | -8% | 12% | -24%
Cc1ccc(-c2nn(-c3cccc(F)c3)cc2CN(Cc2nccn2C)C(C)C)o1 | -5% | nt | ?
CCc1cccc(CC)c1NC(=O)c1cc(CN2C(=O)c3ccccc3C2=O)ccc1OC | -6% | 3% | ?
O=C(CSc1ccc2ccccc2n1)NCCC1=CCCCC1 | 2% | 3% | ?
NC(=O)NC(Cc1ccccc1)C(=O)N1CCN(S(=O)(=O)c2ccc(Cl)cc2)CC1 (stereo unspecified) | -3% | 5% | -17%
Cc1nnc(NC(=O)CSc2nnc(CCNC(=O)c3ccccc3F)n2C)s1 | -2% | nt | 9%
CCN(CC)CCN(CC(=O)N(C1CCCCC1)C1CCCCC1)C(=O)c1ccco1 | 1% | nt | ?
CC(=O)c1cccc(Nc2ncnc3c2cnn3-c2cccc(Cl)c2)c1 | -2% | 0% | ?
CC(Cl)C(=O)Nc1cc(C(F)(F)F)ccc1N1CCOCC1 (stereo unspecified) | -8% | -2% | -13%
CN1CCN(C(=O)/C(=C/c2ccc(N(C)C)cc2)NC(=O)c2ccccc2)CC1 | -5% | nt | -4%
CCCc1nn(C)c(C(=O)Nc2ccc(C(C)(C)C)cc2)c1Cl | -8% | -3% | ?
O=S(=O)(Nc1ccccc1)c1ccc2c(c1)CCO2 | -2% | -1% | -28%
COc1cc2c(cc1OC)C(c1ccc(N)cc1)=NNC(=O)C2 | 2%&-16% | 10%&2% | 15µM*
CCOC(=O)c1ccc(NC(=O)NC2CCN(CC(=O)NCc3ccc4c(c3)OCO4)CC2)cc1 | -2% | 2% | -25%
COCCNC(=O)c1ccc(CS(=O)(=O)c2ccc(OC)cc2)o1 | 1% | 0% | -11%
COC(=O)Nc1nn(-c2ccc(C)cc2)c(=O)c(C#N)c1C | -1% | 5% | -7%
CCOc1ccccc1CN1C(=O)c2ccccc2C1C(=O)NC1CCCCCC1 (stereo unspecified) | 2% | -1% | ?
CCOCCCNC(=O)C1(O)c2ccccc2NC(=O)N1c1ccc(Cl)cc1 (stereo unspecified) | 13% | nt | 7%
O=C(c1ccc2c(c1)OCO2)N1CCN(c2ccccc2)CC1 | -6% | 6% | -10%
CC(=O)N/C(=C/c1ccc2c(c1)OCO2)C(=O)NCCCO | -15% | 2% | 6%
O=C(Nc1cc(Cl)cc(Cl)c1)c1ccc(F)c(S(=O)(=O)N2CCCCCC2)c1 | 2% | 0% | 10µM*
CCN(CC)C(=O)C1CCCN(Cc2nc(-c3cnccn3)no2)C1 (stereo unspecified) | -8% | 5% | 4%
CCCC(=O)OCCn1c(Br)nc2c1c(=O)[nH]c(=O)n2C | 2% | nt | 2%
C=C(C)c1cccc(C(C)(C)NC(=O)N2CCN(CC)CC2)c1 | -5% | 0% | -17%
O=C(COC(=O)C(Cc1c[nH]c2ccccc12)NC(=O)c1ccc(Br)cc1)c1ccc(Cl)cc1 (stereo unspecified) | -21% | 5% | ?
Cc1ccccc1Nc1sc(C(=O)Nc2cccc(Cl)c2)c(N)c1C(N)=O | -3% | 7% | 4%
Cc1cc(Br)ccc1NS(=O)(=O)c1c(C)[nH]c(=O)[nH]c1=O | -1% | nt | -21%

# Full records, quoted from the list. Order of values: KAT2A inh, TDP1 inh, DT40 TDP1 no CPT
# C=C(C)c1cccc(C(C)(C)NC(=O)N2CCN(CC)CC2)c1 as listed: -5%, 0%, -17%
# CCN(CC)C(=O)C1CCCN(Cc2nc(-c3cnccn3)no2)C1 (stereo unspecified) as listed: -8%, 5%, 4%
# Cc1cc(Br)ccc1NS(=O)(=O)c1c(C)[nH]c(=O)[nH]c1=O as listed: -1%, nt, -21%
# O=C(c1ccc2c(c1)OCO2)N1CCN(c2ccccc2)CC1 as listed: -6%, 6%, -10%
# COc1cc2c(cc1OC)C(c1ccc(N)cc1)=NNC(=O)C2 as listed: 2%&-16%, 10%&2%, 15µM*

# Later entries:
smiles | KAT2A inh | TDP1 inh | DT40 TDP1 no CPT
CCc1ccc(NCc2cc3cc4c(cc3n(CC(=O)Nc3ccc(Cl)cc3)c2=O)OCO4)cc1 | 7% | 0% | nt
CCCCN=C1CC(C)(C)CC(=O)/C1=C(/O)CCC | -9% | 10% | ?
CC(C)Oc1ccc(CNC(=O)c2cccc(NC(=O)N3CCSc4ncccc43)c2)cc1 | -3% | 6% | 21µM*
CC1(c2ccccc2)NC(=O)N(CC(=O)Nc2nc(-c3ccccn3)cs2)C1=O (stereo unspecified) | 2% | nt | 15µM*
COC(=O)c1ccc(Cn2cnc3c(cnn3-c3ccc(Cl)cc3)c2=O)o1 | 0% | 5% | 13%
